Assay outcomes as filed in PubChem BioAssay.
CAL PDZ FP-1 – untagged CAL PDZ binding inhibitors, primary screen, biochemical, fluorescence polarization, HTS. 0.92% of 300,000 active. Golgi-associated PDZ and coiled-coil motif-containing protein (Homo sapiens), Q9HD26. purified CAL PDZ, TMR-peptide fluorescence polarization, 1 h. AID 602252, 2012. inhibition, % at 24.9 µM;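 active = mean inhibition of at least 30% with at least half of replicates also reaching 30%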;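 also: 0% = DMSO neutral control and 100% = excess unlabeled competitor peptide PRC23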
PvdQ inh – P. aeruginosa PvdQ acylase inhibitors, primary screen, biochemical, fluorescence, plate reader and imaging, single point | PvdQ acylase [Pseudomonas aeruginosa LESB58] | purified PvdQ acylase | inhibition, % at 10 µM | 0.063% of 340,000 active | AID 488965, 2010; in the data active = inhibition above about 30%, passing the limit was not always enough;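 also: 0% = vehicle neutral wells and 100% = reference inhibitor wells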
PfHsp90 yeast 2 – growth inhibition of PfHsp90-expressing yeast, primary screen, antimalarial PfHsp90 inhibitor project, S. cerevisiae, BacTiter-Glo luminescence, single point, set 2; BacTiter-Glo ATP, 48 h; yeast lacking PDR1 and PDR3 efflux regulators; AID 504621, 2011; inhibition, % at 9.4 µM; 0.32% of 310,000 active;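 active = every replicate shows inhibition above about 80%, whatever the replicate mean, limit read from the data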;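 also: 0% = DMSO neutral controls and 100% = 20 µM radicicol positive controls; yeast relying on Plasmodium falciparum Hsp90 in place of its own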
NSD2 inh – NSD2 histone methyltransferase inhibitors, primary screen, biochemical, AlphaScreen, single concentration, set 2; 0.54% of 310,000 active; Histone-lysine N-methyltransferase NSD2 (Homo sapiens), O96028; inhibition, % at 12.5 µM; NSD2 peptide methylation, 120 min; AID 743445, 2014; in the data active = inhibition above about 50%
dFosB act – activators of delta FosB homodimer, primary screen, biochemical, fluorescence polarization, TAMRA-CDK5 oligo, single point. purified delta FosB; percent of positive-control signal above neutral wells. Protein FosB (Mus musculus), P13346. activation, % at 25 µM. 0.99% of 340,000 active;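 active = mean activation above about 17%, with every replicate also reaching it, limit read from the data, passing the limit was not always enough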;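 also: fluorescence polarization rise as delta FosB binds a TAMRA Cdk5 AP-1 oligo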
Target sequence (P13346 whole entry, looked up): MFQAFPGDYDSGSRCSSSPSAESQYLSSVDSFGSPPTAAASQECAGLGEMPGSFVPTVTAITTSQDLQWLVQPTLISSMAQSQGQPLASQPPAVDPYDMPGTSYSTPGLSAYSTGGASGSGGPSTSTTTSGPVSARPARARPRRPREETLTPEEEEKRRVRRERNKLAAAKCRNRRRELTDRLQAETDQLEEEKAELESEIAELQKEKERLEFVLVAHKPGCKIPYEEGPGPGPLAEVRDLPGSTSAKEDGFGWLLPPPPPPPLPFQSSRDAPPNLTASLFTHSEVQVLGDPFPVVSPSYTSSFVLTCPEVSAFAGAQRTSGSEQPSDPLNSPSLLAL
SR-BI uptake up – activators of SR-BI mediated DiI-HDL uptake, primary screen, ldlA[mSR-BI] CHO cells, DiI fluorescence. 3 h; 100 = double the neutral-control signal. activation, % at 12.5 µM. 0.096% of 320,000 active. AID 504775, 2011;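 active = mean replicate activation of at least 60% and every replicate at or above 60%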;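 also: 0% = median plate neutral-control signal and 100% = twice that signal; values of inactives mirror those of a sister screen read the other way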
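System: CHO ldlA[mSR-BI] cells / Medium: HEPES-buffered (25 mM, pH 7.4) F12 plus 0.5% BSA / Probe or stimulus: labelled HDL, 10 µg/mL / Doses: single compound concentration, delivered by pin transfer / Schedule: 3 h, 37 °C / Measured by: DiI fluorescence, bottom read / Measure: cell-associated DiI fluorescence as measure of HDL uptake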
Rtt109 HAT inh – inhibitors of C. albicans Rtt109/Vps75 HAT, primary screen, biochemical, ThioGlo CoA-SH fluorescence, plate reader. Histone acetyltransferase RTT109 (Candida albicans (strain SC5314 / ATCC MYA-2876)), …. purified Rtt109/Vps75, 4 h. inhibition, % at 34.9 µM. 0.16% of 330,000 active;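 active = inhibition of at least 50% in every replicate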
Target sequence (Q5AAJ8 whole entry, looked up): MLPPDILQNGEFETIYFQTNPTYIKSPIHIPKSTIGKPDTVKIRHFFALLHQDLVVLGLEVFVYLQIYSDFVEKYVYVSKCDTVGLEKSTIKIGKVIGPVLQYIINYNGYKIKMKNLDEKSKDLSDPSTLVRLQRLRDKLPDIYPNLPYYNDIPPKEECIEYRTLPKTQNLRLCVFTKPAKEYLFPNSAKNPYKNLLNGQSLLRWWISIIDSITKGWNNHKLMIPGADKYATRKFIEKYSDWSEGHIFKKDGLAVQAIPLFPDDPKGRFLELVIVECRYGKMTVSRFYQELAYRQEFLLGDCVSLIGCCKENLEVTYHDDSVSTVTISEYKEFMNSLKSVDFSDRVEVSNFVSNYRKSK
CAL PDZ FP-2 – CAL PDZ peptide-binding inhibitors, primary screen, biochemical, fluorescence polarization, Cer-tagged CAL PDZ, HTS | purified CAL PDZ, TMR-peptide fluorescence polarization, 1 h | inhibition, % at 20 µM | 0.02% of 330,000 active | AID 504414, 2011;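 active = highest replicate inhibition of at least 40%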;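 also: plate controls were DMSO neutral control wells for no effect and unlabeled competitor peptide control wells for full effect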
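Read-out basis: mP drop reported as inhibition | Assay system: Tagged CAL PDZ protein CerCALP, purified | Benchmarks: Unlabelled peptide for full inhibition, DMSO wells as neutral | Schedule: 1 h incubation at room temperature before polarization reading | Buffer or medium: Sodium phosphate/NaCl buffer pH 7.4 with TCEP, IgG, Thesit | Doses: Single point, 20 µM | Measured by: Fluorescence polarization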
MITF TRPM1 HTS – activators of MITF-driven TRPM1 promoter reporter, primary screen, cell-based, SK-MEL-5, luciferase, single point; SK-MEL-5 TRPM1-promoter luciferase, 24 h; % of positive control, neutral wells = 0; activation, % at 12.5 µM; 0.75% of 300,000 active; AID 588334, 2011;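 active = mean activation of at least 80% with every replicate also reaching 80%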;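 also: 0% = neutral control wells and 100% = parthenolide positive control wells; values of inactives mirror those of a sister screen read the other way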
SR-BI DiI inh – inhibitors of SR-BI mediated HDL lipid uptake, primary screen, ldlA[mSR-BI] cells, fluorescence, single point; Scavenger receptor class B member 1 (Mus musculus), Q61009; ldlA[mSR-BI] CHO cells, DiI-HDL uptake fluorescence, 3 h; inhibition, % at 12.5 µM; 0.96% of 320,000 active;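 active = mean replicate inhibition of at least 70% and a set share of replicates each scoring 70 or more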;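 also: 0% = median of neutral control wells and 100% = median of positive control wells; values of inactives mirror those of a sister screen read the other way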
* hit, by the source's call; / = not tested or not shown; & = joins results of further samples. The order is random (roughly 4.3% active in at least one column).

The first 4 records as a preview:
SMILES	CAL PDZ FP-1	PvdQ inh	PfHsp90 yeast 2	NSD2 inh	dFosB act	SR-BI uptake up	Rtt109 HAT inh	CAL PDZ FP-2	MITF TRPM1 HTS	SR-BI DiI inh
CN(C)CCOC(c1ccccc1)c1ccccc1	-5&-1	-1&-10	26&-5	/	-2&3	-7&12	-3&1	0.1&-0.2	2&18	7&7
CC(=O)c1ccc(S(=O)(=O)NC2CC(=O)N(c3ccc(C)cc3)C2)cc1 (stereo unspecified)	-2	-8	/	-1	-2	-5	0	-1.7	-6	5
CC(C)CCn1nnnc1C(c1ccc(N(C)C)cc1)N1CCN(C(=O)c2ccco2)CC1 (stereo unspecified)	0	2	10	0	-11	-4	11	/	0	4
COC(=O)/C=c1\[nH]c2nnc(C)n2c1=O	0	-28	-7	0	5	-5	3	0.9	2	5

The listing, repeating the preview:
SMILES	CAL PDZ FP-1	PvdQ inh	PfHsp90 yeast 2	NSD2 inh	dFosB act	SR-BI uptake up	Rtt109 HAT inh	CAL PDZ FP-2	MITF TRPM1 HTS	SR-BI DiI inh
CN(C)CCOC(c1ccccc1)c1ccccc1	-5&-1	-1&-10	26&-5	/	-2&3	-7&12	-3&1	0.1&-0.2	2&18	7&7
CC(=O)c1ccc(S(=O)(=O)NC2CC(=O)N(c3ccc(C)cc3)C2)cc1 (stereo unspecified)	-2	-8	/	-1	-2	-5	0	-1.7	-6	5
CC(C)CCn1nnnc1C(c1ccc(N(C)C)cc1)N1CCN(C(=O)c2ccco2)CC1 (stereo unspecified)	0	2	10	0	-11	-4	11	/	0	4
COC(=O)/C=c1\[nH]c2nnc(C)n2c1=O	0	-28	-7	0	5	-5	3	0.9	2	5
CCOC(=O)Cc1sc(N)nc1C	-4	-9	-21	0	-6	41	-4	-0.2	-9	-41
C=C(C)CNC(=S)Nc1cccc(N)n1	-3	-7	3	-2	1	5	3	-1.2	5	-5
O=C(CN(CC1CCCO1)C(=O)CNS(=O)(=O)c1ccc(F)cc1)NCc1ccco1 (stereo unspecified)	-7	-12	-20	-1	3	13	-4	0.4	5	-13
CCOc1cc(CO)cc(Br)c1OCC(=O)Nc1ccccc1C	-5	-6	/	1	-5	-25	-6	-3.0	6	25
O=C(CSc1ncn(-c2ccccc2)n1)Nc1ccc2c(c1)OCO2	-1	-8	/	1	-6	-16	1	-0.9	/	16
O=S(=O)(Nc1ccc(Cc2ccncc2)cc1)c1ccc(Br)cc1	/	-2	3	/	-3	9	8	-1.5	-15	-9
COc1ccc(NC(=O)CS(=O)CC(=O)Nc2cccc3cccnc23)cc1 (stereo unspecified)	-3	-6	5	3	-5	-3	15	-2.9	-8	3
Cc1nn(Cc2cccc(C(=O)N3N=C(C(F)F)CC3(O)C(F)F)c2)c(C)c1[N+](=O)[O-] (stereo unspecified)	/	-3	13	-2	0	-27	-2	-2.5	-6	27
O=C(O)c1ccccc1-c1ccccc1C(=O)NCCCO	-1	-12	6	-1	-2	7	4	-1.8	5	-7
CCOC(=O)c1sc(NC(=S)NC(=O)c2cccc(Cl)c2)c(C(=O)OCC)c1C	-1	3	5	/	-10	-55	1	-0.4	-14	55
Cc1ccc(NC(=O)NC2CCN(S(=O)(=O)c3ccc(F)cc3)CC2)cc1	-5	-7	-2	-1	-2	4	5	-1.0	5	-4
Cc1ccc2nc(C)/c(=N\O)c(C)nc2c1	0	-11	6	3	5	35	-3	-0.4	24	-35
COc1cccc(NC(=O)N2CCCC2C(=O)NCc2ccc(Cl)cc2)c1 (stereo unspecified)	-2	-19	-27	2	-11	-2	3	-0.3	4	2
COc1ccc(Cl)cc1NC(=O)CN(C)C(=O)c1cccc2cccnc12	-4	2	-14	-2	0	-28	-3	-0.5	-15	28
COc1ccc(C2/C(=C(/O)c3ccccc3)C(=O)C(=O)N2CCN2CCOCC2)c(OC)c1 (stereo unspecified)	-1	-20	-15	-5	2	1	5	0.4	-5	-1
CCc1[nH]nc2c1C(c1cccnc1)C(C#N)=C(N)O2 (stereo unspecified)	-2	3	-3	-2	-6	4	-7	-0.8	-5	-4
O=C1CC(N2CCOCC2)C(=O)N1Cc1ccc(N2CCCC2=O)cc1 (stereo unspecified)	-4	0	9	-1	3	5	-12	-1.3	-6	-5
CCC(=O)Nc1ccc(C(=O)Nc2cccc(C)n2)cc1	-2	-10	-8	1	-6	-45	0	-2.1	66	45
Cc1cc(-c2nc(C)c(-c3nnc(SCC(=O)Nc4cc(Cl)cc(Cl)c4)n3C)s2)no1	/	-20	18	-3	-9	-41	1	-0.3	-7	41
COc1ccc(-c2csc(Cc3nnc(N4CCOCC4)n3-c3ccccc3)n2)cc1	1	-7	5	0	1	-7	-4	-1.3	1	7
O=C(O)CCNC(=S)Nc1cccc(F)c1	-6	-9	5	5	3	10	-3	0.4	6	-10
O=C(COc1ccccc1)NCC(=O)N/N=C/c1cccs1	-3	2	-2	2	-8	7	23	-0.1	1	-7
O=C(Nc1ccccc1N1CCCC1)c1ccc(Cl)cc1Cl	-1	-2	-6	-2	-1	-68	-3	-2.0	6	68
CCCCOP(=O)(OCCCC)C(O)c1ccc(F)cc1 (stereo unspecified)	-9	-21	5	0	1	-44	18	0.4	/	44
CC1CN(c2ccc(S(=O)(=O)N3CCCC3)cn2)CC(C)O1 (stereo unspecified)	-3	-5	-5	-3	-8	-4	1	-0.4	4	4
Cc1ccccc1-c1noc(-c2ccccc2C(=O)N2CCCC2)n1	0	-8	-20	1	-6	-9	9	-2.0	-6	9
CCc1cc(C(=O)N/N=C/c2ccc(O)cc2O)c2ccccc2n1	-2	0	-22	0	-9	-29	7	-3.1	-68	29
CCc1ccccc1NC1c2ccccc2C(=O)N1Cc1ccco1 (stereo unspecified)	-1	-14	12	/	-8	-6	-5	0.2	/	6
O=C(O)C1CC=CCC1C(=O)NCc1ccccc1 (stereo unspecified)	/	-12	19	2	1	28	-2	-1.7	9	-28
CC(=O)N/C(=C\c1ccccc1)C(=O)OCCCOC(=O)/C(=C/c1ccccc1)NC(C)=O	0	-2	-3	-2	-2	23	2	-0.9	-10	-23
COC(=O)CCC(=O)NC(=S)Nc1sc(C)c(C)c1C(N)=O	5	-9	-6	4	3	28	-4	-1.2	-23	-28
CSc1nsc(SCC(=O)Nc2ccc(OC(C)=O)cc2)n1	0	-2	-12	-3	-4	-6	-9	-1.2	89*	6
Cc1ccc(C(c2sc3nc(C)nn3c2O)N2CCN(CCO)CC2)cc1 (stereo unspecified)	/	-16	-10	/	1	33	0	-0.3	/	-33
COc1ccc(OCCSc2nnc(-c3cccnc3)n2N)cc1	4	2	9	-1	-1	-106	1	-2.7	3	106*
CCC(C)NCCCOc1ccc(Cl)cc1C(C)(C)C (stereo unspecified)	-4	7	-12	12	-8	-15	3	0.0	0	15
NNc1nc2sc3c(c2c(=O)n1C1CCCCC1)CCN(Cc1ccccc1)C3	/	-12	-6	14	-6	-4	0	-1.6	/	4
COc1c(F)cc2[nH]c3c(c2c1F)CCNC3=O	-3	-8	12	/	1	32	-2	-0.6	-15	-32
CC(=O)O[C@@H](C[C@@H](C)C1=C2C[C@H](O)C3[C@@]4(C)CCC(=O)C(C)(C)C4CC[C@]3(C)[C@@]2(C)CC1)[C@H]1OC1(C)C (stereo partly specified)	-3	-13	-4	/	-17	22	0	1.1	-7	-22
CC(=O)c1cccc(NC(=O)C2CCN(S(=O)(=O)c3c(C)n[nH]c3C)CC2)c1	6	1	12	/	4	-7	5	-2.0	-1	7
COc1ccc(N(CC(=O)N2CCN(c3ccc(Cl)cc3)CC2)S(=O)(=O)c2c(C)noc2C)cc1	0	-9	-9	-4	-5	0	-4	-1.5	8	0
CC1CC(=O)Nc2ccccc2N1S(=O)(=O)c1ccc(F)cc1F (stereo unspecified)	/	2	7	0	-1	14	-12	-0.6	/	-14
COc1ccc(-n2c(Cc3ccccc3)nnc2SCc2ccc([N+](=O)[O-])cc2)cc1	-6	0	2	3	-14	4	/	-1.0	2	-4
CCOc1ccccc1NC(=O)C1CCCN1S(=O)(=O)c1ccccc1C(F)(F)F (stereo unspecified)	42*	-14	0	0	-4	-6	2	-0.4	-9	6
CC(C)OC(=O)COc1cc(O)c2c(=O)cc(-c3ccccc3)oc2c1	2	-2	-22	4	-6	/	-2	-1.2	-6	/
COc1ccc(Cl)cc1NC(=O)C1CCN(C(=O)C2CC(=O)N(c3ccc(C)cc3)C2)CC1 (stereo unspecified)	-3	8	-18	2	-8	-89	16	-2.4	1	89*
CCOC(=O)c1ccc(Nc2cc(C)nc(-c3ccccc3O)n2)cc1	-2	-7	/	0	-4	-30	-16	-2.2	7	30
CC(=O)Nc1ccc(S(=O)(=O)NCCC(=O)N2CCC(Cc3ccccc3)CC2)cc1	0	11	-5	3	-11	-1	0	-1.1	-4	1
CC(C)C[C@H](N)c1nnc(S(=O)(=O)Cc2ccc(F)cc2)o1	-3	-15	26	/	-3	-10	14	0.1	-30	10
Cc1cccc(Nc2nc(N3CCOCC3)nc(N3CCOCC3)n2)c1	-1	-13	-5	2	-9	-67	4	-1.2	/	67
COc1ccc(NS(=O)(=O)c2cc(N)ccc2N2CCCCC2)cc1	4	7	/	3	1	-42	-2	-0.5	7	42
CC(=O)c1ccc(NC(=O)C2(c3ccccc3)CCOCC2)cc1	1	0	-32	-15	0	8	4	-2.1	58	-8
Cc1cc(C)cc(NC(=O)CCC(=O)N2CCSc3ccccc32)c1	/	-17	/	/	-4	-19	5	-0.1	/	19
CCN1CCCC1CNC(=O)C(=O)NCCc1ccc(OC)c(OC)c1 (stereo unspecified)	1	-11	3	4	1	9	10	-0.2	-8	-9
COC(=O)[C@@H]1C[C@@]2(O)[C@@H](O)[C@@H](O)[C@@H](O)C[C@H]2N1Cc1ccc(Cl)cc1	-2	-6	4	/	-5	14	-6	0.7	-1	-14
